AMPAR-TARP mod – GluA2-stargazin AMPA receptor complex modulation. O88602+P19491. HEK293 GluA2+stargazin, membrane potential dye (FDSS), glutamate EC50; hits were called plate by plate, in both directions. calls only at 30 µM. hit rate 3.5% among 40,000;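 active = any of four per-well response measures lying three or more SD from its plate-wide compound average, in either direction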
Target sequence (O88602 whole entry, looked up): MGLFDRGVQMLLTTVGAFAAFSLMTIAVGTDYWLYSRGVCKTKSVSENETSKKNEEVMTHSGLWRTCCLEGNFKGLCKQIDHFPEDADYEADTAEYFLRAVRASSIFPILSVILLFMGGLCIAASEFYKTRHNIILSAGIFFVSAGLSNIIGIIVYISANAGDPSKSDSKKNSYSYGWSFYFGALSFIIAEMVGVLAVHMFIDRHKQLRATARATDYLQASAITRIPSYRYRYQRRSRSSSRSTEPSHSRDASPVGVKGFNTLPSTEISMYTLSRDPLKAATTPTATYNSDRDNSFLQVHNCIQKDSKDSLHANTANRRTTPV
Target sequence (P19491 whole entry, looked up): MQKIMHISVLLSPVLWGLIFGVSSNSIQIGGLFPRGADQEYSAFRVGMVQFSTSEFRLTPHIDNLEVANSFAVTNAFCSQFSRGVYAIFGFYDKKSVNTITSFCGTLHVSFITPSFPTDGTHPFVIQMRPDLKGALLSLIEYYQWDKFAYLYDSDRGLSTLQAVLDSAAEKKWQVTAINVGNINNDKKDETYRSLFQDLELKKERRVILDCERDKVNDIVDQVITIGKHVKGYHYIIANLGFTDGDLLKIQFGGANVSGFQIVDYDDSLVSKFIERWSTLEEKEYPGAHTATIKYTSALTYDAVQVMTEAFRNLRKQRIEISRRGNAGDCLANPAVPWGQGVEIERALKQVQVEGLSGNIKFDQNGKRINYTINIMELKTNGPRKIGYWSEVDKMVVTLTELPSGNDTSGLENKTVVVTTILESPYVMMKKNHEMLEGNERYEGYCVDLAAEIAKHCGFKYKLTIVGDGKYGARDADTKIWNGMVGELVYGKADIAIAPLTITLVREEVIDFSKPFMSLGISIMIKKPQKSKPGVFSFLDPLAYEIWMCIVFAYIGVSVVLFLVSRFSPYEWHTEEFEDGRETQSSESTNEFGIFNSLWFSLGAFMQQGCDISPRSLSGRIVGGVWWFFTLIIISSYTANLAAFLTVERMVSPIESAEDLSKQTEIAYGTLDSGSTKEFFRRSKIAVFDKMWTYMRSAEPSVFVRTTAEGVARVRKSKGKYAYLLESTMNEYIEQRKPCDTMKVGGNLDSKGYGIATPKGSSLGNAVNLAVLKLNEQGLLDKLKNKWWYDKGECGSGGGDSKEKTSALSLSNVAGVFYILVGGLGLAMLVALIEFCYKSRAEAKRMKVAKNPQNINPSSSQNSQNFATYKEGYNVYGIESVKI
AMPAR-TARP mod agonism max-min – second read-out of AMPAR-TARP mod, no call of its own (marks repeat the call); compound max-min signal; compound-alone response (agonism);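 unitless range of fluorescence divided by baseline over first 100 seconds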
AMPAR-TARP mod glutamate slope – further read-out of AMPAR-TARP mod, marked with its call; glutamate slope, % of max; measured here: glutamate response slope, % max;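 scaled per plate between vehicle wells and maximal 1 mM glutamate control wells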
Numbers without * were called inactive; i = inactive; + = active, no number; & = joins results of further samples. The list is partial (hit frequency here may not be typical).

Compound,AMPAR-TARP mod,AMPAR-TARP mod agonism max-min,AMPAR-TARP mod glutamate slope
COc1ccc(-n2ccnc(SCC(=O)Nc3cc(OC)cc(OC)c3)c2=O)cc1,i,0.067,54.3
CCOC(=O)c1sc(-c2ccccc2)cc1NC(=O)Cc1ccc(S(C)(=O)=O)cc1,i,0.101,57.1
Cc1ccc(S(=O)(=O)N(C)c2c(C)ccc(S(=O)(=O)NC(C)(C)C)c2C)cc1,i,0.0538,50.2
O=C(Nc1ccccc1F)c1nn(-c2ccc(F)cc2)cc1OCc1ccccc1,i,0.0868,49.4
CS(=O)(=O)c1ccc(CC(=O)Nc2nc(-c3cccs3)cs2)cc1,i,0.122,58.7
O=C(Cn1cc(-c2ccccc2)c(N2CCOCC2)n1)NCc1ccccc1,i,0.035,51.3
CCOCC(=O)N1CCN(c2ccc([N+](=O)[O-])cc2)CC1,i,0.0839,34.4
CCOc1ccc(-c2cc(=O)n(CCCC(=O)Nc3cccc4cccnc34)cn2)cc1,i,0.0611,57.6
Cc1ccc(S(=O)(=O)NCC(c2cccn2C)N2CCOCC2)s1 (centres undefined),i,0.076,55.7
O=S(=O)(Cc1ccccc1)NCCOc1ccc(-c2ccco2)nn1,i,0.0252,50.2
CC1CCN(c2ccc(N3CCN(C(=O)C4CCCCC4)CC3)nn2)CC1,i,0.0982,60.4
O=S(=O)(NCC(O)(c1cccs1)C1CC1)c1ccc(F)c(Cl)c1 (centres undefined),i,0.215,31.9
CCOc1cc(C)c(S(=O)(=O)N2CCC(C(N)=O)CC2)cc1C,i,0.0933,66.5
COC(=O)c1sccc1S(=O)(=O)N(CC(=O)Nc1ccccc1OC)c1ccc(Cl)cc1,+,0.0602*,86.3*
COc1ccc(CN(CC(=O)Nc2ccc(C(N)=O)cc2)S(=O)(=O)c2cccnc2)cc1,i,0.111,45.1
COc1ccc(C(=O)Nc2ccc(N3CCCCC3=O)c(OC)c2)c(OC)c1,i,0.0705,44.8
CN(C)C(CNC(=O)Nc1cccs1)c1ccco1 (centres undefined),i,0.143,44.2
Cc1ccc(NC(=O)C2CCCCN2S(C)(=O)=O)cc1 (centres undefined),i,0.112,68.0
CC(=O)Nc1cccc(NC(=O)C(=O)NCCCc2ccccc2)c1,i,0.105,76.5
CCOc1ccc(S(=O)(=O)Nc2ccc3c(c2)N(C(=O)C2CCCC2)CC3)cc1C,i,0.0586,69.7
CC1CCN(S(=O)(=O)c2ccc(-c3nc(C#N)c(NCCN4CCOCC4)o3)cc2)CC1,i,0.145,79.3
COc1ccc(C(=O)Nc2ccc(N3CCCC3=O)c(C)c2)cc1OC,i,0.103,67.7
Cc1ccc(N2CCN(S(=O)(=O)c3ccc(F)cc3)CC2)c(C)c1,i,0.1,58.3
Cc1c(-c2cccc(Cl)c2)nc2ccccc2c1C(=O)Nc1ccc(C(N)=O)cc1,i,0.0713,17.3
O=C(NCc1cccs1)C(=O)Nc1ccc(OC(F)(F)F)cc1,i,0.0827,70.0
CN(C1CCCCC1)S(=O)(=O)CCNC(=O)c1ccccc1,i,0.0957,62.5
Cc1cc(C)cc(NC(=O)Cn2nc(-c3ccco3)c3sc(N4CCOCC4)nc3c2=O)c1,i,0.13,51.5
COc1ccc(NC(=O)c2nnn(Cc3nc(-c4ccccc4)oc3C)c2C)c(OC)c1,i,0.134,55.3
CCN1CCC2(CC1)Oc1ccccc1C1CC(c3cc(Cl)ccc3O)=NN12 (centres undefined),i,0.051,32.9
COc1ccc(Cl)c2sc(N(CC3CCCO3)C(=O)c3ccn(C)n3)nc12 (centres undefined),i,0.13,62.1
Cc1ccnc(Oc2ccc(C(=O)Nc3ccc(F)c(F)c3)cc2)n1,i,0.07,61.9
CCOc1ccc(CC(=O)Nc2nc3c(s2)C(=O)CC(C)(C)C3)cc1,i,0.104,66.6
CS(=O)(=O)N1CCCC1C(=O)Nc1nc(-c2cc(Cl)sc2Cl)cs1 (centres undefined),i,0.168,52.4
COc1ccc2nc(N3CCN(C(=O)CN(C)S(C)(=O)=O)CC3)sc2c1,i,0.0375,47.7
CCc1nnc(NC(=O)CSc2c(CC(C)C)cnc3c2c(=O)n(C)c(=O)n3C)s1,i,0.0453,58.6
CCc1ccc(NC(=O)Cn2cc(OC)c(=O)cc2CSc2nc(C)cc(C)n2)cc1,i,0.0543,52.5
O=C(c1ccc(N2C(=O)C3CCCCC3C2=O)cc1)N1CCN(c2cccc(Cl)c2)CC1 (centres undefined),i,0.0955&0.0582,51.2&91.3
Cc1nc(-c2cccc(NC(=O)Cc3csc(Nc4ccc(Cl)cn4)n3)c2)cs1,i,0.157,42.8
O=C(Nc1ccc(Nc2cc(-n3ccnc3)ncn2)cc1)Nc1ccccc1F,i,0.0711,57.3
COc1cc(C)c(C)cc1S(=O)(=O)Nc1ccc2c(c1)CC(=O)N2,i,0.0979,60.8
Cn1nc(-c2cccc(NC(=O)C(c3ccccc3)c3ccccc3)c2)ccc1=O,i,0.0365,67.0
CCC(CO)NC(=O)C(=O)NCc1ccc(F)cc1 (centres undefined),i,0.0832,59.1
CCOC(=O)N1CCN(C(=O)CSc2c(CC)cnc3c2c(=O)n(C)c(=O)n3C)CC1,i,0.164,57.4
O=C(Cc1cccs1)N1CCC(c2nnc(-c3ccco3)s2)CC1,i,0.0946,63.3
O=C(CCCc1ccccc1)NCC#CCN1CCc2ccccc2C1,+,0.146*,54.1*
COc1ccc(-c2noc(CSc3nc4ccsc4c(=O)n3Cc3cccc(OC)c3)n2)cc1,i,0.0701,66.1
NC(=O)Cc1ccc(NC(=O)COc2ccc(Cl)cc2)cc1,i,0.0693,40.9
Cc1cc(C)n(-c2cc(N3CCCC(C(=O)Nc4cc(C)on4)C3)ncn2)n1 (centres undefined),i,0.0909,63.2

Looked up above:
O=C(c1ccc(N2C(=O)C3CCCCC3C2=O)cc1)N1CCN(c2cccc(Cl)c2)CC1 (centres undefined) | AMPAR-TARP mod glutamate slope = 51.2&91.3
COc1cc(C)c(C)cc1S(=O)(=O)Nc1ccc2c(c1)CC(=O)N2 | AMPAR-TARP mod glutamate slope = 60.8

(next part)
Compound,AMPAR-TARP mod,AMPAR-TARP mod agonism max-min,AMPAR-TARP mod glutamate slope
CCOc1ccc(NC(=O)c2ccc(=O)[nH]n2)cc1,i,0.0403,47.8
Cn1c(=O)[nH]c(=O)c2c1nc(SCCO)n2CCCOc1ccccc1,i,0.124,57.3
COC(=O)C1=C(C)NC(=O)NC1c1ccc(O)c(OC)c1 (centres undefined),i,0.0643,40.0
Cn1c(=O)c2cc(C(=O)N3CCN(c4ccccc4)CC3)sc2n(C)c1=O,i,0.147,66.5
O=C(/C=C/c1ccccc1)N1CCC2(CC1)NC(=O)N(Cc1ccccc1)C2=O,i,0.0755,28.9
COc1cccc(/C=C2\Oc3cc(OC(=O)N4CCOCC4)ccc3C2=O)c1,i,0.092,67.8
COc1ccc(CNC(=O)CN2C(=O)N(c3ccc(C)cc3C)S(=O)(=O)c3ccccc32)cc1,i,0.107,70.0
COc1ccc(C2(C#N)CCOCC2)cc1,i,0.0509,59.5
COc1ccccc1NC(=O)N1CCN(c2ccc3nnc(-c4ccco4)n3n2)CC1,i,0.136,40.0
COCC(C)(O)CNC(=O)c1ccc(F)c(F)c1 (centres undefined),i,0.111,58.5
O=C(Cc1csc(NC(=O)C2CCC(=O)N2)n1)NCCC1=CCCCC1 (centres undefined),i,0.0569,42.5
OC(COc1ccccc1-c1ccccc1)CN1CCN(Cc2ccccc2)CC1 (centres undefined),i,0.0657,41.7
CCOC(=O)C(C)Sc1nnc(-c2cn(C)nc2OC)n1C (centres undefined),i,0.0834,61.3
CCOc1cc(C(=O)Nc2ccc3c(c2)CCC(=O)N3CC(C)C)cc(OCC)c1OCC,i,0.0656,45.5
CN1CCN(C(C#N)c2ccc3c(c2)CCN3C)CC1 (centres undefined),i,0.0601,49.3
CC(=O)c1ccc(NC(=O)CN2CCN(c3ncnc4c3nnn4C)CC2)cc1,i,0.0529,44.8
O=C(Nc1ccccn1)C1CCCN(c2ccc(-c3ccccc3)nn2)C1 (centres undefined),i,0.0659,56.2
O=C(c1ccc(S(=O)(=O)NCc2cccs2)o1)N1CCc2ccccc21,i,0.105,63.2
CCOC(=O)Cn1c(=O)c2c(nc3n(-c4ccc(Oc5ccccc5)cc4)c(C)cn23)n(C)c1=O,i,0.102,81.9
O=C(Cn1nc(S(=O)(=O)c2ccccc2)ccc1=O)Nc1ccc(Cl)cc1,+,0.107*,3.0*
O=C1CCc2cc(S(=O)(=O)N3CCCCC3)cc3c2N1CCC3,i,0.0766,58.0
COc1ccc(NC(=O)CCCS(=O)(=O)c2ccc(Cl)cc2)c2ccccc12,i,0.0708,59.1
COc1cc(/C=C2\Oc3cc(OC(=O)C4CCCCC4)ccc3C2=O)cc(OC)c1OC,i,0.103,60.9
CC(O)(CNC(=O)c1ccsc1)C1CC1 (centres undefined),i,0.0877,62.1
Cc1ccc(CNC(=O)CC2Sc3ccc(C(F)(F)F)cc3NC2=O)cc1 (centres undefined),i,0.0921,56.3
COC(=O)NCc1nc2ccccc2n1Cc1ccc(C(C)C)cc1,i,0.0621,33.9
O=C(CSc1nccn2nc(-c3ccccc3)cc12)Nc1nccs1,i,0.135,49.0
CC1CCc2cc(F)ccc2N1C(=O)Cn1nc(-c2ccncc2)ccc1=O (centres undefined),i,0.0323,56.0
O=C(CN1CCC2(CC1)NC(=O)N(Cc1ccc(F)cc1)C2=O)c1ccccc1,i,0.0512,29.4
O=C(NCc1ccccn1)C(=O)Nc1ccc(F)c([N+](=O)[O-])c1,i,0.0944,75.4
Cc1cc(C(=O)N2CCOCC2)nn1CC(=O)Nc1nc2ccccc2[nH]1,i,0.0855,60.2
COc1ccccc1/C=C1\Oc2cc(OCC(=O)OC(C)C)ccc2C1=O,i,0.0957,56.4
CCCCc1ccc(N/C=C(\C#N)C(=O)NCc2ccccc2)cc1,i,0.143,51.3
COc1ccc(S(=O)(=O)CCCC(=O)Nc2nc3c(F)cccc3s2)cc1,i,0.0816,52.0
CCCCN1CC(c2nc3ccccc3n2Cc2ccc(F)cc2)CC1=O (centres undefined),i,0.16,61.0
Cn1cccc1C(CNC(=O)Nc1c(F)cccc1F)N1CCCC1 (centres undefined),i,0.0742,54.6

Arranged by formula weight (low to high): three of the compounds above.
Compound,AMPAR-TARP mod,AMPAR-TARP mod agonism max-min,AMPAR-TARP mod glutamate slope
COC(=O)NCc1nc2ccccc2n1Cc1ccc(C(C)C)cc1,i,0.0621,33.9
Cn1cccc1C(CNC(=O)Nc1c(F)cccc1F)N1CCCC1 (centres undefined),i,0.0742,54.6
O=C(CN1CCC2(CC1)NC(=O)N(Cc1ccc(F)cc1)C2=O)c1ccccc1,i,0.0512,29.4

Continuation:
Compound,AMPAR-TARP mod,AMPAR-TARP mod agonism max-min,AMPAR-TARP mod glutamate slope
CCOc1nn(CC)cc1C(=O)O,i,0.0292,39.9
CCOc1ccccc1NC(=O)CSc1nc(=O)n(N2CCN(C)CC2)c2c1CCC2,i,0.0883,44.6
COc1ccc(S(=O)(=O)Nc2nc(CCC(=O)Nc3ccc(OC)c(OC)c3)cs2)cc1,i,0.111,66.5
CN1C(=O)CCc2cc(NS(=O)(=O)CCN3C(=O)CCCC3=O)ccc21,i,0.1,65.0
COCCNC(=O)c1cc(-c2ccco2)nc2c1c(C)nn2C1CCS(=O)(=O)C1 (centres undefined),i,0.0428,35.6
O=C(NCc1ccc(F)cc1)NCC(O)c1ccsc1 (centres undefined),i,0.0903,47.3
Cn1c(C(F)(F)F)nn(CCNC(=O)CCc2ccccc2)c1=O,i,0.0987,46.4
CN1CCN(c2nc3ccc(NC(=O)c4ccc(N(C)C)cc4)cc3s2)CC1,i,0.115,49.9
COc1ccc(N2CCN(c3nc4c(c(=O)[nH]c(=O)n4C)n3CCCOc3ccccc3)CC2)cc1,i,0.0889,30.1
CCc1ccc(N2CCCn3c2nc2c3c(=O)n(CC)c(=O)n2C)cc1,i,0.0631,35.5
O=C(CCCS(=O)(=O)c1ccccc1)Nc1nc(-c2ccc(Br)s2)cs1,+,0.102*,40.9*
COc1cc(/C=C/C(=O)NCCCn2cccc2)cc(OC)c1OC,+,0.119*,1.5*

Shown with two lines to a compound: entries from further up
Results follow in this order: AMPAR-TARP mod | AMPAR-TARP mod agonism max-min | AMPAR-TARP mod glutamate slope
- CCN1CCC2(CC1)Oc1ccccc1C1CC(c3cc(Cl)ccc3O)=NN12 (centres undefined)
→ i | 0.051 | 32.9
- COc1ccc(Cl)c2sc(N(CC3CCCO3)C(=O)c3ccn(C)n3)nc12 (centres undefined)
→ i | 0.13 | 62.1
- Cc1ccnc(Oc2ccc(C(=O)Nc3ccc(F)c(F)c3)cc2)n1
→ i | 0.07 | 61.9
- CCOc1ccc(CC(=O)Nc2nc3c(s2)C(=O)CC(C)(C)C3)cc1
→ i | 0.104 | 66.6

The list goes on.
Compound,AMPAR-TARP mod,AMPAR-TARP mod agonism max-min,AMPAR-TARP mod glutamate slope
COc1ccc(Cl)cc1NC(=O)CN1CCN(c2ncnc3c2nnn3C)CC1,i,0.0334,47.3
COC(=O)C1CCN(C(=O)c2ccc(Oc3coc4cc(OC)ccc4c3=O)cc2)CC1,i,0.0975,50.5
COc1cc([N+](=O)[O-])cc2cc(C(=O)N3CCN(c4cccc(C(F)(F)F)c4)CC3)c(=O)oc12,+,0.162*,39.6*
COc1ccccc1NC(=O)C(=O)NCc1nnc(C)o1,i,0.11,39.3
COc1ccc(CC(=O)NCCS(=O)(=O)N2CCN(c3ccccn3)CC2)cc1,i,0.0587,27.0
